Source: PubChem BioAssay
EPAC1 ag = qHTS for Agonist of cAMP-regulated guanine nucleotide exchange factor 3 (EPAC1): primary screen; Rap guanine nucleotide exchange factor 3 (Homo sapiens), O95398; EPAC1 agonist qHTS, biochemical assay; response scale: 100% = response to 6.5 mM cAMP; Potency, µM (highest dose often 154 µM), without a hit: at the highest dose activation, actives largely listed as activators; 0.073% of 360,000 active; AID 720707, 2013; further: nearly all actives have a fitted effect of over 60% in size
Target sequence (O95398 whole entry, looked up): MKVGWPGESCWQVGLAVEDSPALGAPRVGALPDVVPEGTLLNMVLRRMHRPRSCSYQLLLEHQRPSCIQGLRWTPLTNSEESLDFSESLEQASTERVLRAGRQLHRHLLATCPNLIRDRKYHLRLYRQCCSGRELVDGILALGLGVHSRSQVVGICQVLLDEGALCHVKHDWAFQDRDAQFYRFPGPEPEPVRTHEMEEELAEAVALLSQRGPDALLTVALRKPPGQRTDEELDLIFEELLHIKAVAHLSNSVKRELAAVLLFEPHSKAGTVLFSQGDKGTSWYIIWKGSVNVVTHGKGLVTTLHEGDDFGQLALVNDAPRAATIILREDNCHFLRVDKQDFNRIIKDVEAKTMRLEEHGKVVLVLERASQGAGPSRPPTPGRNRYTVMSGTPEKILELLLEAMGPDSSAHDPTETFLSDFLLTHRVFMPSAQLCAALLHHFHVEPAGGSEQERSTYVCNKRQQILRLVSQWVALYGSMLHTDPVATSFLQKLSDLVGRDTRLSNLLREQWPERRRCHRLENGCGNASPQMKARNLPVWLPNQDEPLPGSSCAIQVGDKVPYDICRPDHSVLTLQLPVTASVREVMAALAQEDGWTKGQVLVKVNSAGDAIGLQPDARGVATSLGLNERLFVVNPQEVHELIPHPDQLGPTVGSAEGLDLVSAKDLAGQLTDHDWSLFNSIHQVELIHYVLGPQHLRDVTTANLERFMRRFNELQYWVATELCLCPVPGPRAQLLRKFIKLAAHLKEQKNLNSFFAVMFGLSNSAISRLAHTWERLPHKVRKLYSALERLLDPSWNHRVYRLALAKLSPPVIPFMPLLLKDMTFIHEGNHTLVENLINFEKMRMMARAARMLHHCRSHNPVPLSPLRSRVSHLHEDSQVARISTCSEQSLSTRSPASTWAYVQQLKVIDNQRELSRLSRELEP
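Nucleotide exchange by EPAC1 (100 nM) on Rap1B–BODIPY-GDP (250 nM) in the presence of 50 uM GDP is tracked fluorescently at 480/540 nm over 30 min. Signals are normalized to a 6.5 mM cAMP control.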
TDP43 rescue = qHTS of TDP-43 Inhibitors. AID 652104, 2013. Potency, µM (top dose mostly 46.1 µM), inactives show at the top dose growth rescue (activation), hits mostly activators. TDP-43 expressing yeast growth rescue, BacTiter-Glo, 24 h. 1.8% of 410,000 active; further: % of control where 0% means no effect; nearly all actives have a fitted effect of over 50% in size
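In this qHTS, compounds that restore growth of yeast expressing TDP-43 appear as activators. Cells (OD600=0.02, galactose medium, raffinose-pregrown) are incubated with compound 24 hr at 30 deg C and growth is quantified by BacTiter-Glo.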
EPAC1 antagonist = qHTS for Antagonist of cAMP-regulated guanine nucleotide exchange factor 3 (EPAC1): primary screen. 0.14% of 360,000 active. AID 720709, 2013. Rap guanine nucleotide exchange factor 3 (Homo sapiens), O95398. EPAC1 GEF assay, Rap1b-BODIPY-GDP exchange fluorescence. Potency, µM (titrated, usually from 115 µM), without a hit: at the highest dose activity change, negative = inhibition, usual class: inhibitors;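 further: plate controls were vehicle for no effect and positive control for full effect; nearly all actives have a fitted effect of over 50% in size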
aSyn yeast inh = qHTS of alpha-syn Inhibitors. AID 652106, 2013. Yeast expressing alpha-synuclein, growth rescue, BacTiter-Glo, 24 h. 0.14% of 370,000 active. Potency, µM (top dose mostly 46.1 µM), for inactives: top-dose growth rescue (activation), most hits filed as activators; further: % of control where 0% means no effect; nearly all actives have a fitted effect of over 65% in size
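Screening used galactose-induced yeast with toxic alpha-synuclein levels, exposed to compound for 24 hr at 30 deg C. Cell growth, read with BacTiter-Glo luminescence, gave the measured signal.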
FUS yeast rescue = qHTS for Suppressors of FUS Proteinopathy: Primary screen using FUS-linked yeast assay; S. cerevisiae FUS-expressing, growth rescue, OD600, 24 h; Potency, µM (highest dose often 76.6 µM), without a hit: top-dose growth rescue (activation), hits mostly activators; 0.24% of 390,000 active; AID 1347120, 2019;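 further: plate controls were DMSO vehicle for no effect and reference control for full effect; nearly all actives have a fitted effect of over 55% in size; some results filed as inactive show a strong effect at the top dose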
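Galactose (2%) drives FUS expression in yeast precultured in raffinose; seeding density OD 0.005. Test compounds incubated 24hr at 30C and 99% humidity before absorbance at 600 nm was measured.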
EPAC2 agonist = qHTS for Agonist of cAMP-regulated guanine nucleotide exchange factor 4 (EPAC2): primary screen; AID 720711, 2013; 0.079% of 360,000 active; Rap guanine nucleotide exchange factor 4 (Homo sapiens), Q8WZA2; EPAC2 activation, biochemical qHTS; response scale: 100% = 6.5 mM cAMP response; Potency, µM (doses to about 154 µM), for the others: at the highest dose activation, hits mostly activators; further: nearly all actives have a fitted effect of over 50% in size
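EPAC2 (100 nM) mixed with Rap1B loaded with BODIPY-GDP (250 nM) plus 50 uM unlabeled GDP; compounds pinned in, 5 min RT, then read every 5 min for 30 min (ex 480, em 540 nm). Normalized to cAMP control.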
EPAC2 antagonist = qHTS for Antagonist of cAMP-regulated guanine nucleotide exchange factor 2 (EPAC2): primary screen | Rap guanine nucleotide exchange factor 4 (Homo sapiens), Q8WZA2 | EPAC2 GEF exchange of Rap1B-BODIPY-GDP, fluorescence | Potency, µM (highest dose often 114 µM), inactives show top-dose activity, negative = inhibition, most hits filed as inhibitors | 0.18% of 360,000 active; further: on the % scale 0 is the no-effect control and ±100 the full control effect; nearly all actives have a fitted effect of over 45% in size; many of its hits are not listed in these tables
PTHR1 ag = qHTS for PTHR1 Agonists: Primary Screen; AID 743266, 2014; Parathyroid hormone/parathyroid hormone-related peptide receptor (Homo sapiens), Q03431; HEK293 GP2 PTHR1 cells, GloSensor cAMP luminescence, 1 h; Potency, µM (highest dose often 115 µM), for the others: top-dose activation, most hits filed as activators; 0.075% of 410,000 active; further: nearly all actives have a fitted effect of over 55% in size; some results filed as inactive show a strong effect at the top dose; inactives centre near -15; many of its hits are not listed in these tables
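HEK-293-derived GP2 cells expressing PTHR1 and a GloSensor cAMP reporter, 3,000/well, plated overnight, given luciferin plus IBMX (each 0.5 mM as added) for 1 h at 37 °C, then compound for 1 h at 37 °C. Luminescence was read after 15 min at room temperature.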
Active calls of the source: *; i = inactive; ? = inconclusive; / = not tested or not shown; & = joins results of further samples; [ ] = another dose, or the depositor's remark. The call rests on the fitted dose curve; in most records, active means well fitted curve in the direction sought with a large enough effect; inconclusive means small, poorly fitted or top-dose-only effect, or another doubt; inactive means no such curve, though single readings can be large; an effect the other way counts as inactive or inconclusive. Potency means the concentration at half of the fitted maximal effect. These rows are one share of the data; the hit share may differ from the screen's.

SMILES	EPAC1 ag	TDP43 rescue	EPAC1 antagonist	aSyn yeast inh	FUS yeast rescue	EPAC2 agonist	EPAC2 antagonist	PTHR1 ag
COc1ccc(CCN(C)C(=O)C2CCN(Cc3cccc(OC)c3OC)CC2)cc1OC	15%	-10%	3%	1%	-8%	12%	0%	-17%
C[C@H]1CN([C@@H](C)CO)C(=O)CCCn2nncc2CO[C@@H]1CN(C)Cc1cccc(C(F)(F)F)c1	-12%	14%	-14%	5%	-18%	8%	2%	-16%
C=CCN1C(=O)C(CC(=O)Nc2ccccc2)N(Cc2ccccn2)C1=S (configuration not stated)	-4%	/	-5%	3%	12%	0%	8%	-13%
Cc1cc(NC(=O)COc2ccccc2)n(-c2ccccc2)n1	1%	9%	3%	3%	30%	8%	7%	8%[57.5 µM]
COc1ccc(OC)c(S(=O)(=O)N2CCN(c3ncccn3)CC2)c1	-5%	11%	-12%	8%	-1%	8%	-2%	-27%
Nc1c(C2=NCCO2)nnn1Cc1ccccc1	2%	17%	-1%	-6%	13%	15%	-1%	-3%
COCCOC(=O)C1=C(C)NC(=O)NC1c1cccs1 (configuration not stated)	-3%	-2%	5%	1%	21%	9%	14%	i
O=C(c1cc(-c2ccc(Cl)c(Cl)c2)on1)N1CCCCCC1	-1%	-21%	-15%	1%	29%	7%	25%	-58%[inhibitor]
O=C(c1n[nH]c2ccccc12)N1CCN(S(=O)(=O)c2ccc3ccccc3c2)CC1	22%	-11%	9%	/	7%	16%	-7%	-24%
CC(OC(=O)C1CSC2(C)CCC(=O)N12)C(=O)Nc1ccc(F)cc1 (configuration not stated)	-12%	-11%	18%	0%	-28%	0%	7%	-48%[inhibitor]
Nc1nc(N)c(N=Nc2ccc(S(N)(=O)=O)cc2)c(=O)[nH]1	-11%	3%	-15%	-2%	-23%	-2%	43%[activator]	-16%
CCN(CC(=O)NCc1ccc(Cl)cc1)CC(=O)NC1(C#N)CCCC1	-2%	21%	17%	4%	-8%	7%	8%	i
CCCn1nc(C(=O)N2CCCc3ccccc32)c2ccccc2c1=O	6%	9%	-21%	-1%	11%	9%	-18%	-23%
OCCCNc1nc(-c2ccccc2)nc2c1oc1ccccc12	-8%	?	-22%	-2%	28%	9%	-12%	-5%
O=C(Nc1ccccc1N1CCCC1)c1ccc2ccccc2c1	9%	19%	-25%	1%	-5%	11%	-5%	i
COc1ccc(CNC(=O)C2CCC(=O)N2C(C)C)c(OC)c1 (configuration not stated)	-13%	-4%	-5%	-1%	-2%	6%	6%	-13%
CCOC(=O)c1cn2nc(Oc3ccc(C#N)cc3)ccc2n1	2%	1%	0%	0%	2%	6%	1%	-16%
O=c1[nH]c2ccc(S(=O)(=O)NCCO)cc2[nH]1	6%	15%	-4%	0%	-17%	-2%	4%	-19%
CC(C)(C)N(NS(=O)(=O)c1ccc(F)cc1)c1ccccc1	-3%	-22%	-9%	12%	8%	1%	-1%	-19%
CCc1cc2c3c(c(=O)oc2cc1O)CCCC3	-4%	16%	-7%	14%	0%	-14%	0%	i
Cc1csc(Nc2ccc(Cl)cc2)n1	-10%	16µM*	24%	-7%	-11%	4%	0%	-29%
CC(=O)c1ccc(NC(=O)CSc2nnc(-c3ccncc3)o2)cc1	7%	-15%	-11%	-8%	17%	0%	9%	i
Cc1ccc(NC(=S)N/N=C/c2ccc(OCCC(C)C)cc2)c(C)c1	-20%	?	-20%	14%	/	-6%	-14%	i
COc1ccccc1NC(=O)CN1CCN(CC(=O)Nc2cc(NC(C)=O)ccc2OC)CC1	-2%	0%	-1%	0%	6%	-4%	-2%	-7%
CCOC(=O)c1ccc(NC(=O)NCc2ccncc2)cc1	6%	14%	-1%	4%	20%	0%	6%	i

(next part)
SMILES	EPAC1 ag	TDP43 rescue	EPAC1 antagonist	aSyn yeast inh	FUS yeast rescue	EPAC2 agonist	EPAC2 antagonist	PTHR1 ag
COc1ccc(CCNC(=O)c2cc(S(=O)(=O)N3CCCCCC3)ccc2OC)cc1OC	7%	6%	-4%	0%	29%	8%	-5%	i
Cc1ccnc(NC(=O)CCC(=O)N(CC(=O)NC(C)(C)C)Cc2ccc3c(c2)OCO3)c1	7%	-25%	-9%	0%	6%	-6%	2%	i
O=C(O)CCCCCNc1ccc2nsnc2c1[N+](=O)[O-]	-5%	9%	0%	-9%	-8%	2%	4%	-20%
CC1CN(Cc2ccc(Cl)cc2Cl)CC(C)O1 (configuration not stated)	13%	-6%	0%	0%	9%	10%	-3%	i
CC1(C(=O)NC2CCc3ccccc32)CCN1CCc1ccccc1 (configuration not stated)	-6%	0%	-3%	-5%	-17%	13%	?	-26%
O=C(Nc1nc2ccccc2s1)C1CCCN1S(=O)(=O)c1ccc(Cl)cc1 (configuration not stated)	13%	18µM*	-10%	19%	?	24%	-6%	-30%
CS(=O)(=O)N(CC(=O)N1CCN(c2ccc(F)cc2)CC1)c1cccc(Cl)c1	11%	12%	-2%	1%	34%	3%	-1%	i
COc1cc(NC(=O)CN(c2ccc(C)cc2)S(=O)(=O)c2c(C)n[nH]c2C)cc(OC)c1	0%	3%	?	6%	14%	-4%	-11%	i
COc1ccc(OCCC(=O)c2ccc(OC)cc2)cc1	-1%	14%	7%	5%	-8%	-8%	-5%	i
CN(C)S(=O)(=O)c1ccc(C(=O)Nc2ccc(CN3CCCC3)cc2)cc1	4%	-2%	20%	-4%	?	-2%	10%	i
O=C(N/N=C/c1cc(Br)ccc1O)c1cccc(N2CCCC2=O)c1	-7%	0%	2%	-6%	/	-6%	11%	-21%
Cc1nn(C)cc1/C=N\NC(=O)Cc1ccc([N+](=O)[O-])cc1	8%	0%	-6%	0%	/	3%	13%	i
CCC(=O)N1c2ccc(S(=O)(=O)CCC(=O)Nc3ccc(OC)cc3OC)cc2CC1C (configuration not stated)	15%	12%&6%	-7%	4%	?	13%	0%	-1%&-49%
Cc1ccc(CCNC(=O)c2ccc(CS(=O)(=O)Cc3ccc(F)cc3)o2)cc1	7%	-3%	-11%	-1%	-13%	3%	3%	-4%
O=C(Nc1ccccc1F)Nc1ccccc1F	-1%	?	23%	-3%	-15%	0%	6%	-4%
COc1cc(/C=N/NC(=O)c2cccc([N+](=O)[O-])c2)ccc1O	12%	25%	9%	-8%	-30%	8%	1%	-25%
Cc1snc(SCc2cccc(Cl)c2)c1C#N	18%	25%	-23%	5%	-13%	12%	-13%	-13%
COc1ccc(C(=O)NCc2ccco2)cc1S(=O)(=O)N1CCOCC1	-5%	-10%	9%	0%	8%	7%	2%	i
COC(=O)[C@H]1Cc2cnoc2C[C@]1(C)C(=O)O	4%	21%	12%	2%	/	7%	3%	i
CNc1nc(OCCNC(=O)Nc2ccccc2)nc(N2CCOCC2)n1	0%	-21%	-15%	2%	15%	13%	-6%	i
CCC[C@@H](CN1CCC[C@H]1CN1C(N)=NC[C@@H]1Cc1ccccc1)N1C[C@@H](Cc2ccccc2)N(CCCC2CCCC2)C1=N	-11%	4%	-10%	-21%	7%	7%	13%	-21%
S=c1[nH]nc(-c2ccco2)n1/N=C/C=C/c1ccccc1	-2%	-24%	-4%	-20%	/	0%	19%	-31%[inhibitor]
CN(Cc1ccc(Cl)cc1)C(=O)c1ccccc1SCC(=O)N1CCCC1	-10%	-11%	-12%	-4%	17%	-4%	8%	i
COC(=O)c1ccccc1CSc1nsc(/C=C/N(C)C)c1C#N	-8%	-5%	?	7%	13%	9%	-3%	-3%
COc1cccc(C(=O)COc2ccc(NC(=O)c3cccs3)cc2)c1	10%	1%	-11%	-6%	/	16%	-2%	-71%[inhibitor]
Cc1ccc(CC(=O)NCCC(=O)O)cc1	-8%	-12%	-24%	-4%	-11%	-6%	-1%	i
CC(C)(C)c1ccc(S(=O)(=O)NCC(=O)Nc2ccc(-c3nc4ccccc4s3)cc2)cc1	-10%	19%	-1%	0%	13%	-10%	3%	-17%

Of the compounds above, these have an aryl methoxy group:
SMILES	EPAC1 ag	TDP43 rescue	EPAC1 antagonist	aSyn yeast inh	FUS yeast rescue	EPAC2 agonist	EPAC2 antagonist	PTHR1 ag
COc1ccc(CCN(C)C(=O)C2CCN(Cc3cccc(OC)c3OC)CC2)cc1OC	15%	-10%	3%	1%	-8%	12%	0%	-17%
COc1ccc(OC)c(S(=O)(=O)N2CCN(c3ncccn3)CC2)c1	-5%	11%	-12%	8%	-1%	8%	-2%	-27%
COc1ccc(CNC(=O)C2CCC(=O)N2C(C)C)c(OC)c1 (configuration not stated)	-13%	-4%	-5%	-1%	-2%	6%	6%	-13%
COc1ccccc1NC(=O)CN1CCN(CC(=O)Nc2cc(NC(C)=O)ccc2OC)CC1	-2%	0%	-1%	0%	6%	-4%	-2%	-7%
COc1ccc(CCNC(=O)c2cc(S(=O)(=O)N3CCCCCC3)ccc2OC)cc1OC	7%	6%	-4%	0%	29%	8%	-5%	i
COc1cc(NC(=O)CN(c2ccc(C)cc2)S(=O)(=O)c2c(C)n[nH]c2C)cc(OC)c1	0%	3%	?	6%	14%	-4%	-11%	i
COc1ccc(OCCC(=O)c2ccc(OC)cc2)cc1	-1%	14%	7%	5%	-8%	-8%	-5%	i
CCC(=O)N1c2ccc(S(=O)(=O)CCC(=O)Nc3ccc(OC)cc3OC)cc2CC1C (configuration not stated)	15%	12%&6%	-7%	4%	?	13%	0%	-1%&-49%
COc1cc(/C=N/NC(=O)c2cccc([N+](=O)[O-])c2)ccc1O	12%	25%	9%	-8%	-30%	8%	1%	-25%
COc1ccc(C(=O)NCc2ccco2)cc1S(=O)(=O)N1CCOCC1	-5%	-10%	9%	0%	8%	7%	2%	i
COc1cccc(C(=O)COc2ccc(NC(=O)c3cccs3)cc2)c1	10%	1%	-11%	-6%	/	16%	-2%	-71%[inhibitor]
